HCT116 PTEN-null: growth suppressors of cells with PTEN tumor suppressor deletion; AID 827; viability, % at 10 µM; HCT116 PTEN-null viability, CellTiter-Glo, 60 h; active compounds read low; 140,000 compounds, 1.2% hits;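 active means viability at or below a set limit, 4 SD under the median of all tested compounds, cut at about 3.7% in these data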;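 further: PTEN knockout HCT116 line with beta catenin targeted HCT116 as companion control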
Measles CPE: protection of cells from measles virus; 140,000 compounds, 1.5% hits; protection (pct of control), % at 4 µM; Measles virus-infected cells, CPE protection, absorbance; in the data active means protection mostly above about 24%, no sharp cut-off; inactive means mostly below about 26%; further: some compounds called inactive have numbers as strong as hits
E-sel TNF inh: TNF alpha driven E-selectin expression inhibition; HUVEC TNFa-induced E-selectin immunofluorescence, high content; 120,000 compounds, 0.71% hits; inhibition, % at 2 µM;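 active means inhibition above the batch mean plus 3 SD, and confirmed as a hit on visual image review, cut at about 43% in these data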;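 further: 0% = TNF-stimulated DMSO wells and 100% = unstimulated control wells; not every result past the cut was called active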
GALR2 blocker: blocks the human galanin receptor 2; O43603; GALR2-expressing cells, antagonist mode; inhibition, % at 4 µM; 140,000 compounds, 0.39% hits; AID 828; in the data active means inhibition above about 27%;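 further: cells stimulated with galanin 1-16 at roughly its EC80; 0% = agonist challenge control and 100% = basal control without agonist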
Target sequence (O43603 whole entry, looked up): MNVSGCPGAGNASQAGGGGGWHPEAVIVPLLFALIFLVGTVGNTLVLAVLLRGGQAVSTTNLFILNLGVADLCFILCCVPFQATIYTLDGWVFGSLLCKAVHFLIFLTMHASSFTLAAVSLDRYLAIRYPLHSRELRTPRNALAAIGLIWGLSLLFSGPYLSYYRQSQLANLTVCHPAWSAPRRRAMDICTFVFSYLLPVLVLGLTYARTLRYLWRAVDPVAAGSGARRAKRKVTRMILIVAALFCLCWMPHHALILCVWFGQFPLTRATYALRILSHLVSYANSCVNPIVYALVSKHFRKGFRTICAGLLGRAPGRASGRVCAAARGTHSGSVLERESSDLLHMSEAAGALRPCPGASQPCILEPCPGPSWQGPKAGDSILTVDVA
NPY-Y2 antag: antagonists of human neuropeptide Y receptor Y2 | NPY-Y2 expressing cells, antagonist mode | P49146 | AID 793 | inhibition, % at 2.7 µM | 140,000 compounds, 0.99% hits; in the data active means inhibition above about 17%;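 further: 0% = vehicle with agonist challenge and 100% = reference antagonist with challenge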
Target sequence (P49146 whole entry, looked up): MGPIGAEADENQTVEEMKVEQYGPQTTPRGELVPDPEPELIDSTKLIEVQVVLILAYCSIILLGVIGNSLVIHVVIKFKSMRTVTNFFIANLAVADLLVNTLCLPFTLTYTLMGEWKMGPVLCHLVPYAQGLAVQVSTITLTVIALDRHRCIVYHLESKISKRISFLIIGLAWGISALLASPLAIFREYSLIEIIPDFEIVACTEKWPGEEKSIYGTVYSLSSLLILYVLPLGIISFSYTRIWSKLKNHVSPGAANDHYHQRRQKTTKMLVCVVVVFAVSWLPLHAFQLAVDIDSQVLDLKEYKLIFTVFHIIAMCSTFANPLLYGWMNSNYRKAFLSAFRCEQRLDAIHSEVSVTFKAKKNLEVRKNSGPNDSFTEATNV
Yeast life ext: extends the lifespan of yeast; inhibition of the nicotinamide effect, % at 10 µM; 130,000 compounds, 0.68% hits; S. cerevisiae growth with nicotinamide, OD615; deaD strain in restrictive glucose medium;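 active means inhibition above a set limit, placed 3 SD over the median of all compounds, cut at about 26% in these data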;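 further: 0% = nicotinamide-treated wells and 100% = cells grown without nicotinamide; some compounds called inactive have numbers as strong as hits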
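Test system – modified budding yeast, DeaD strain · Compound – single dose 10 µM compound, 0.25% DMSO · Times – culture preincubation 4 h, compound exposure 48 h, both 30 °C · Detection – optical density (absorbance) at 615 nm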
MRP1 act: activators of MRP-1; H69AR cells + doxorubicin, viability rescue, CellTiter-Glo; viability increase, % at 10 µM; 140,000 compounds, 0.61% hits; AID 799;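 active means viability gain under doxorubicin at or above a set limit, the compound median plus 3 SD, cut at about 4.7% in these data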;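 further: MRP-1 overexpressing cells given doxorubicin 25 µM after compound pretreatment; 18-22 h compound pretreatment then 72 h with doxorubicin before readout; 0% = doxorubicin-only wells and 100% = vehicle-treated cells without doxorubicin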
Phagocytosis inh: inhibitors of macrophage phagocytosis; J774A.1 macrophage IgG-bead phagocytosis, imaging; inhibition, % at 5 µM; 110,000 compounds, 0.07% hits;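 active means inhibition above the mean of the plate negative controls plus 5 SD, cut at about 13% in these data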;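 further: phagocytic index as fraction of beads internalized from green versus red external bead signal; plate controls were DMSO negative control for no effect and cytochalasin-D positive control for full effect; some results beyond the cut were filed as inactive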
HCT116 bCat-KO: beta-catenin-lacking colon tumor cell growth suppression | HCT116 beta-catenin knockout viability, CellTiter-Glo, 60 h; active compounds read low | viability, % at 10 µM | 140,000 compounds, 1.5% hits;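 active means viability at or under a set limit, the compound median less 4 SD, cut at about 6% in these data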;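 further: 0% = Hyamine 1622 control at 20 µM and 100% = untreated cell control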
Yeast growth inh: yeast BB579 growth reduction in restrictive medium; inhibition, % at 10 µM; S. cerevisiae BB579 growth, OD615, 48 h; AID 804; 140,000 compounds, 0.51% hits;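 active means inhibition above a set limit, 3 SD over the mean compound inhibition, cut at about 44% in these data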; further: inactives centre near -24
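Test system: S. cerevisiae DeaD strain BB579 yeast; Medium: restrictive CSMM-D medium; Compound: one dose, 10 µM compound with 0.25% DMSO; Incubation: 4 h cell preincubation, 48 h compound exposure, 30 °C humidified; Signal: OD at 615 nm; Benchmarks: amphotericin B at 10 µg/mL as positive control.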
The depositor's hits bear a star; · = no result given; & = joins results of further samples. Hits appear at their usual frequency (roughly 6.4% active in at least one column).

SMILES	HCT116 PTEN-null	Measles CPE	E-sel TNF inh	GALR2 blocker	NPY-Y2 antag	Yeast life ext	MRP1 act	Phagocytosis inh	HCT116 bCat-KO	Yeast growth inh
CCOc1ccc2[nH]c(=O)c(CN(CCO)C(=O)c3ccccc3F)cc2c1	96	6	-11	-2	2	-9	-2.1	0	107	-41
CC(Sc1ccc(Cl)cc1)C(=O)NCc1ccc2c(c1)OCO2 (configuration not stated)	88	4	5	-19	9	-8	-1.6	1	87	-2
Cc1cc([N+](=O)[O-])ccc1NC(=O)C1CCCO1 (configuration not stated)	92	12	·	-3	4	1	-1.3	·	101	-29
Cc1cc(C)nc(Nc2n[nH]c(COc3cccc4ccccc34)n2)n1	70	3	-11	6	1	-15	-4.2	-2	80	3
CNC(=O)NC(=O)CSc1nc2cc(C(=O)OC)ccc2c(=O)n1-c1ccccc1	92	11	·	-3	1	-8	-1.3	-1	95	-25
CCCOC(=O)c1ccc(NC(=O)C2C3CCC(C3)C2C(=O)O)cc1 (configuration not stated)	91	10	·	-10	2	-7	-3.6	-1	88	-49
CSc1nc2ccc3nc(NC(=O)c4ccc(Cl)s4)sc3c2s1	101	4	16	-4	13	-10	-2.2	0	96	-1
CC1(C)CC(=O)C(C=NCCC2=CCCCC2)=C(O)C1	93	36*	·	-4	-1	1	0.1	0	91	-51
O=C(CSCc1ccc(Cl)cc1)NN=C1CCCC1	88	3	-7	-18	3	1	-1.0	-2	100	-49
O=C(O)CCC(=O)Nc1ccc(S(=O)(=O)N2CCCC2)cc1	90	4	-50	-2	3	-5	-0.9	-3	99	-31
Cn1c(CNC(=O)c2cccs2)nnc1SCC(=O)Nc1ccc(Cl)cc1	94	5	11	-2	0	·	-2.4	·	100	-3
CC1(C)CC(CC(=O)NC(=S)Nc2ccc([N+](=O)[O-])cc2)C(=O)O1 (configuration not stated)	77	6	-5	10	0	-24	-2.9	·	89	-16
COc1ccc(C(=O)Nc2ccccc2C(=O)NC(C)C)cc1OC	108	4	6	0	2	-12	-0.7	1	91	-19
CC(Sc1nc(N)cc(=O)[nH]1)C(=O)Nc1cccc(Cl)c1 (configuration not stated)	89	8	5	6	3	4	-0.9	0	89	-28
CCCCC(c1nnnn1C1CCCC1)N1CCN(C2CCCC2)CC1 (configuration not stated)	76	3	·	5	46*	-8	-3.1	0	73	-28

The closing 3 compounds of the part above open the next one.
SMILES	HCT116 PTEN-null	Measles CPE	E-sel TNF inh	GALR2 blocker	NPY-Y2 antag	Yeast life ext	MRP1 act	Phagocytosis inh	HCT116 bCat-KO	Yeast growth inh
COc1ccc(C(=O)Nc2ccccc2C(=O)NC(C)C)cc1OC	108	4	6	0	2	-12	-0.7	1	91	-19
CC(Sc1nc(N)cc(=O)[nH]1)C(=O)Nc1cccc(Cl)c1 (configuration not stated)	89	8	5	6	3	4	-0.9	0	89	-28
CCCCC(c1nnnn1C1CCCC1)N1CCN(C2CCCC2)CC1 (configuration not stated)	76	3	·	5	46*	-8	-3.1	0	73	-28
CCn1nnc(NC(=O)c2cccnc2)n1	94	17	13	0	3	-10	0.2	-2	104	15
O=C(NCCc1ccc(S(=O)(=O)N2CCCC2)cc1)c1cccs1	95	16	-34	-5	2	-2	-2.5	-2	96	-14
COC(=O)c1ccc(NC(=O)CSCc2ccccc2C)cc1	91	10	-6	-9	6	-4	0.4	0	98	-30
COC(=O)c1ccc(OCC(O)CN(CC(C)C)CC(C)C)cc1 (configuration not stated)	73	4	·	2	5	-10	-1.1	0	76	-33
O=C(CSc1ncn(-c2ccccc2)n1)Nc1ccc2c(c1)OCCO2	91	9	72*	17	18*	-5	-4.6	0	98	-28
O=C1CCC([N+](=O)[O-])C(c2cccc(Br)c2)N1 (configuration not stated)	97	5	·	13	0	2	-1.1	10	92	-22
NC(=O)C1(N2CCCCC2)CCN(C(=S)Nc2cccc(Cl)c2)CC1	86	13	·	11	0	2	-2.5	·	97	4
Brc1ccc(C=Nc2ccc3c(c2)OCCOCCOCCO3)s1	88	2	-1	-2	1	0	-0.5	-7	88	22
COc1ccc(NC(=O)CN2CCN(CC(=O)Nc3ccccc3F)CC2)c(OC)c1	94	8	·	-36	-1	-10	-0.3	0	97	-13
C=CCNC(=O)CCCCC(=O)NCC=C	105	11	-12	-3	1	-10	-2.6	1	94	-52
CCN(CC)CCN(CC)Cc1ccccc1Br	88	13	·	1	4	-2	-2.3	-4	91	-2
CCOc1ccc(Nc2oc(Cc3ccccc3)nc2C#N)cc1	80	6	-7	5	2	1	0.2	-2	90	-27
Cc1ccc(-c2n[nH]c(=S)n2/N=C/C=C/c2ccccc2[N+](=O)[O-])cc1	66	31	7	1	4	2	-2.4	·	70	-23
Cc1ccc(Sc2ncccc2C(=O)O)cc1C	101	3	-7	11	4	7	-0.8	-11	95	-31
COc1cccc(NC(=S)N(CCc2c(C)[nH]c3ccc(C)cc23)Cc2cccs2)c1	59	14	16	-1	-1	2	-2.6	·	50	-9

Copied from the list.
Reading of O=C(CSCc1ccc(Cl)cc1)NN=C1CCCC1 under E-sel TNF inh: -7
Reading of Cc1ccc(Sc2ncccc2C(=O)O)cc1C under Measles CPE: 3
Reading of O=C(CSc1ncn(-c2ccccc2)n1)Nc1ccc2c(c1)OCCO2 under GALR2 blocker: 17
Reading of NC(=O)C1(N2CCCCC2)CCN(C(=S)Nc2cccc(Cl)c2)CC1 under GALR2 blocker: 11
Reading of Cc1cc(C)nc(Nc2n[nH]c(COc3cccc4ccccc34)n2)n1 under Yeast growth inh: 3

The list continues:
SMILES	HCT116 PTEN-null	Measles CPE	E-sel TNF inh	GALR2 blocker	NPY-Y2 antag	Yeast life ext	MRP1 act	Phagocytosis inh	HCT116 bCat-KO	Yeast growth inh
N#C/C(=C\c1ccc(N2CCOCC2)o1)c1nc2ccccc2[nH]1	60	4	20	26	1	6	-2.1	·	58	-55
CC(C)(C)C1CCC(C(=O)Nc2ccccc2)CC1 (configuration not stated)	61	41	·	5	8	13	-1.7	0	64	-23
O=C(N/N=C/c1cccc([N+](=O)[O-])c1)c1cccs1	90	2	·	10	5	-6	-1.3	-8	97	8
Cc1ccccc1NC(=O)c1ccc(NC(=O)c2ccco2)cc1	98	6	-24	-8	0	-8	1.7	0	110	-11
CC1=C(C(=O)N2CCOCC2)C(c2cccs2)NC(=O)N1 (configuration not stated)	104	5	·	1	-1	-10	-1.7	0	98	8
CCOC(=O)NN1C(=O)c2ccccc2NC1c1ccc(OC)cc1 (configuration not stated)	97	23	·	-8	0	-4	-1.0	-5	91	1
O=C(NNc1ccccc1[N+](=O)[O-])Nc1ccc(F)cc1	93	7	·	-2	-1	6	-1.2	-3	97	-35
CC(C)c1ccccc1NC(=O)COc1ccc2c(=O)c(Oc3ccc4ccccc4c3)coc2c1	64	7	·	11	1	9	-0.1	-4	76	-39
O=C(NCc1cccs1)C1CCCN(S(=O)(=O)c2ccc(Br)s2)C1 (configuration not stated)	108	5	24	-25	6	-16	-0.6	-1	93	-33
COc1c(F)c(F)c(C(=O)O)c(Nc2ccccc2C)c1F	98	12	-50	4	8	-16	-0.9	0	105	-30
Fc1ccc(N=C2NN=C(c3cc(F)ccc3F)CS2)cc1	16	4	-7	14	3	-6	-6.2	-7	34	-6
N#Cc1ccc(N/N=C/c2cn(-c3ccccc3)nc2-c2ccccc2)c([N+](=O)[O-])c1	1.0*	2	·	5	0	3	-5.0	·	1.8*	-53
Cc1cc(/C=N/NC(=O)CC2(C)OCCO2)c(C)n1-c1ccc(Cl)c(Cl)c1	92	36	23	-11	2	·	-3.5	·	92	-52
CC(/C=C/c1ccco1)=N/NC(=O)c1ccccc1Cl	91	1	-21	7	1	-13	-2.3	·	105	-12
COC(=O)/C=C1\C(=O)N(c2nc3ccccc3s2)C(=S)N1c1ccc(F)cc1	58	24	-5	-2	-2	-5	-2.7	2	50	-39

2 compounds from above, reduced to MRP1 act, GALR2 blocker and Yeast life ext.
structure	MRP1 act	GALR2 blocker	Yeast life ext
Fc1ccc(N=C2NN=C(c3cc(F)ccc3F)CS2)cc1	-6.2	14	-6
N#Cc1ccc(N/N=C/c2cn(-c3ccccc3)nc2-c2ccccc2)c([N+](=O)[O-])c1	-5.0	5	3

More compounds.
SMILES	HCT116 PTEN-null	Measles CPE	E-sel TNF inh	GALR2 blocker	NPY-Y2 antag	Yeast life ext	MRP1 act	Phagocytosis inh	HCT116 bCat-KO	Yeast growth inh
Cc1ccc(C)c(CS(=O)(=O)c2cn(CC(=O)N3CCCCC3)c3ccccc23)c1	80	9	9	9	-1	-1	-2.5	-11	91	-10
CCCC(=O)Nc1nnc(SCC(=O)NCc2ccco2)s1	92	4	·	5	2	-1	0.4	·	94	-27
C=CCN1C(=O)C2C(C(=O)NC3CCCCC3)C3C=CC2(O3)C1C(=O)NC1CCCC1 (configuration not stated)	102	8	12	-8	3	-7	0.7	0	95	-15
CC(C)OCCCNC(=O)CCc1nc(-c2ccccc2)no1	97	23	-27	8	1	-5	0.3	-1	109	-34
Cc1ccc2cc(C(c3nnnn3C(C)(C)C)N3CCCCCC3)c(=O)[nH]c2c1 (configuration not stated)	97	7	-46	6	3	-3	-2.2	0	94	-47
CCC(/C=N/NC(=O)C(N)=O)CC	87	4	-15	-1	1	6	-0.5	-3	97	-21
O=c1[nH]c(N/N=C/c2ccc(O)cc2)nc2ccccc12	76	13	·	-7	2	-2	-3.6	·	70	-42
Cc1cc(C)n(-c2cccc(Cl)c2)c(=O)c1C#N	95	3	19	0	2	-3	-0.9	-1	96	-38
Cc1cc(C)nc(SCc2nnc(SCC(=O)Nc3nccs3)n2C)n1	91	7	16	-1	-1	·	-1.0	·	98	-41
N#C/C(=C(/O)CSc1ccccc1C(=O)O)c1nc2ccccc2s1	99&91	4	·	8	4	-12	0.7	2	95	-30
CCOC(=O)C(C)/C(C)=N/NC(N)=S (configuration not stated)	110	5	·	16	1	2	-0.4	6	103	3

Molecules above that contain a cyano group (5):
SMILES	HCT116 PTEN-null	Measles CPE	E-sel TNF inh	GALR2 blocker	NPY-Y2 antag	Yeast life ext	MRP1 act	Phagocytosis inh	HCT116 bCat-KO	Yeast growth inh
CCOc1ccc(Nc2oc(Cc3ccccc3)nc2C#N)cc1	80	6	-7	5	2	1	0.2	-2	90	-27
N#C/C(=C\c1ccc(N2CCOCC2)o1)c1nc2ccccc2[nH]1	60	4	20	26	1	6	-2.1	·	58	-55
N#Cc1ccc(N/N=C/c2cn(-c3ccccc3)nc2-c2ccccc2)c([N+](=O)[O-])c1	1.0*	2	·	5	0	3	-5.0	·	1.8*	-53
Cc1cc(C)n(-c2cccc(Cl)c2)c(=O)c1C#N	95	3	19	0	2	-3	-0.9	-1	96	-38
N#C/C(=C(/O)CSc1ccccc1C(=O)O)c1nc2ccccc2s1	99&91	4	·	8	4	-12	0.7	2	95	-30
